Bioassay records from PubChem.
ARFGAP1 inhibitor: inhibitors of rat ARFGAP1. Q62848. Arfgap1-stimulated ARF1 GTP hydrolysis, GDP FP detection. inhibition, % at 16.5 µM. 360,000 compounds, 0.26% hits;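 active means inhibition above a per-plate limit, mean inhibition of low control wells plus 3 SD, cut at about 25% in these data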;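 further: 0% = DMSO wells with enzyme and 100% = wells lacking Arfgap1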
Target sequence (Q62848 1-136 limits assumed): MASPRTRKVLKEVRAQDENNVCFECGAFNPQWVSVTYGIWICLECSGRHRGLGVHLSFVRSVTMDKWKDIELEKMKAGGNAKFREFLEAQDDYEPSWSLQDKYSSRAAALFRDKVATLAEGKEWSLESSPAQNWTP
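Repeats: one replicate per compound; assay system: rat Arfgap1 catalytic domain, aa 1-136; times: enzyme reaction 120 min at 25 °C after 20 min preincubation; detection: FP of antibody-bound GDP Alexa 633 tracer, ex 620/em 688 nm; benchmarks: high control wells lacking Arfgap1, low control full reaction with DMSO; reagent: human ARF1(Δ1-17)-GTP substrate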
NPR1 activator: GC-A (human) enzyme activation; HEK293 GC-A cells, cGMP TR-FRET, EC30 ANP; 0% at EC30 ANP, 100% saturating ANP; activation, % at 10 µM; 370,000 compounds, 0.14% hits; in the data active means activation above about 40%
sPLA2-III inh: Inhibits HGIII-sPLA2 liposome hydrolysis, primary screen | QFRET BODIPY PC-A2 liposome hydrolysis, fluorescence | inhibition, % at 12.2 µM | Q9NZ20 | 370,000 compounds, 0.56% hits;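 active means inhibition above mean plus 3 SD of compounds lying within the high and low control bounds, cut at about 19% in these data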;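 further: 0% = median of test compound wells and 100% = no enzyme DMSO wells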
GC-B act: GC-B (human) receptor activation. P20594. HEK293-GC-B cells, CNP EC30, cGMP TR-FRET; 0% at EC30 CNP, 100% saturating CNP. activation, % at 10 µM. 370,000 compounds, 0.11% hits;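 active means activation at 10 µM reaching about 35% in either raw or pattern-adjusted values, limit read from the data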
FXN GAA850 act: activators of GAA850 frataxin (FXN) promoter; activation, % at 6 µM; AID 540364; 360,000 compounds, 0.56% hits; HEK293 lucGAA850 FXN promoter luciferase reporter, 24 h; percent of 10 µM SAHA response;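 active means activation above the average of all compounds screened plus 3 SD, cutoff fixed separately per campaign, cut at about 7.5% in these data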;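 further: 0% = DMSO wells and 100% = 10 µM SAHA wells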
KLK7 zymogen act: activates the human kallikrein-7 zymogen. P49862. purified proKLK7, EDANS-DABCYL substrate fluorescence; 100% is mature enzyme control, 0% vehicle. activation, % at 7 µM. 370,000 compounds, 0.9% hits. AID 652039;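 active means activation above the mean of all tested compounds plus 3 SD, computed per campaign excluding outliers beyond control limits, cut at about 13% in these data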
ADAM10 inh: inhibits human ADAM10 | O14672 | recombinant ADAM10, EDANS/DABCYL FRET peptide cleavage, 3 h | inhibition, % at 7 µM | 370,000 compounds, 0.62% hits | AID 720582;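 active means inhibition above a per-campaign cutoff equal to the mean of compounds falling between control-based bounds plus 3 SD, cut at about 20% in these data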;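 further: 0% = DMSO wells while the 100% control is not disclosed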
ASAP1 inh: blocks human ASAP1-stimulated Arf1 GTP hydrolysis; Q9ULH1; GDP FP detection; inhibition, % at 16.5 µM; 360,000 compounds, 0.19% hits; in the data active means inhibition above about 25%;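 further: 0% = vehicle with enzyme and substrate and 100% = no enzyme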
Target sequence (Q9ULH1 325-724 limits assumed): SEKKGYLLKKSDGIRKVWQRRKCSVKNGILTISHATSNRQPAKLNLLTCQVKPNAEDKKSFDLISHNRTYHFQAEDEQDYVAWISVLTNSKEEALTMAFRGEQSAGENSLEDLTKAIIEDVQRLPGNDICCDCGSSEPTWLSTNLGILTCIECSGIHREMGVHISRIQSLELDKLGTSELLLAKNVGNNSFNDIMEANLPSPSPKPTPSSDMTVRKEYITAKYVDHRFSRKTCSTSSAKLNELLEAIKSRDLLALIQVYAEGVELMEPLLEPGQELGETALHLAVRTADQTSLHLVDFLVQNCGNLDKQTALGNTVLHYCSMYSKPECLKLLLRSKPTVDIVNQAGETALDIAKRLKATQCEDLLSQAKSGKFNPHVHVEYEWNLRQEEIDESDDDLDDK
rCAG RNA binder: molecules binding r(CAG) RNA repeats | r(CAG) RNA repeat, TO-PRO-1 dye displacement fluorescence | inhibition, % at 3 µM | 370,000 compounds, 1.3% hits;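 active means inhibition above the plate cutoff, the mean of all test compounds on that plate plus 3 SD, cut at about 35% in these data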;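 further: 0% = DMSO alone and 100% = 100 µM mitoxantrone as full dye displacement; higher means more dye released from RNA so lower well fluorescence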
DDE Tn6 FP inh: inhibitors of Tn6 peptide binding to human fibrin DD(E); P02675; Fibrin DD(E) TRITC-Tn6 fluorescence polarization displacement; inhibition, % at 8.3 µM; 370,000 compounds, 0.21% hits; AID 720509;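 active means inhibition above a per-campaign cutoff: mean of compounds within control limits plus 3 SD, cut at about 15% in these data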;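 further: 0% = median of all compound wells on the plate and 100% = blocking peptide control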
Target sequence (P02675 whole entry, looked up): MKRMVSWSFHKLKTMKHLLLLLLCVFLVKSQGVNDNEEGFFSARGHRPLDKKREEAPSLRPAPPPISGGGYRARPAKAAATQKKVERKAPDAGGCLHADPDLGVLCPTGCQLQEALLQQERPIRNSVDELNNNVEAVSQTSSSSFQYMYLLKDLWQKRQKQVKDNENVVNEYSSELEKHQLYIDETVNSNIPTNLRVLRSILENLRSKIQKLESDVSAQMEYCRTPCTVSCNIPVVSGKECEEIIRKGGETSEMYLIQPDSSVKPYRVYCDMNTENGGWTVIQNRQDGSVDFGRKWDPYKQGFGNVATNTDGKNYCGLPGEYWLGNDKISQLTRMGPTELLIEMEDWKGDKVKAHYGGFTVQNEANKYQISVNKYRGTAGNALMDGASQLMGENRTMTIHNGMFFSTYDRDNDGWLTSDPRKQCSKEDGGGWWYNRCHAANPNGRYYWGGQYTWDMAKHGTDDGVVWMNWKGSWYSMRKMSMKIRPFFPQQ
* hit, by the source's call.

Screening COc1ccc(-c2c(-c3cc(OC)cc(OC)c3)n(C)c3ccc(-c4ccc5c(c4)OCCO5)cc23)cc1 returned ARFGAP1 inhibitor -1, NPR1 activator 2, sPLA2-III inh 0, GC-B act 5, FXN GAA850 act 2.3, KLK7 zymogen act -0.6, ADAM10 inh -5, ASAP1 inh 10, rCAG RNA binder 7 and DDE Tn6 FP inh 2.
Screening Cc1ccc2cc(CN(Cc3ccc4c(c3)OCO4)Cc3nnnn3Cc3ccco3)c(=O)[nH]c2c1 returned ARFGAP1 inhibitor -6, NPR1 activator 3, sPLA2-III inh -9, GC-B act -4, FXN GAA850 act -1.7, KLK7 zymogen act 0.9, ADAM10 inh -4, ASAP1 inh -3, rCAG RNA binder 6 and DDE Tn6 FP inh 0.
C=CCNc1ncnc2c1ncn2[C@H]1CN(CCc2ccccc2)C[C@@H](CO)O1 was read as ARFGAP1 inhibitor -1, NPR1 activator 4, sPLA2-III inh 12, GC-B act 1, FXN GAA850 act 1.1, KLK7 zymogen act 0.0, ADAM10 inh -12, ASAP1 inh 2, rCAG RNA binder 1 and DDE Tn6 FP inh -4.
For Cc1nnc(SCC(=O)Nc2ccc(Br)cc2)n(N)c1=O the results were ARFGAP1 inhibitor 2, NPR1 activator 1, sPLA2-III inh -4, GC-B act -4, FXN GAA850 act 1.0, KLK7 zymogen act -0.5, ADAM10 inh -1, ASAP1 inh 7, rCAG RNA binder -1 and DDE Tn6 FP inh -1.
Cc1cccc(C(=O)N2CCCCCC2)c1 was read as ARFGAP1 inhibitor -1, NPR1 activator 4, sPLA2-III inh 5, GC-B act -1, FXN GAA850 act 0.2, KLK7 zymogen act 0.0, ADAM10 inh 1, ASAP1 inh -7, rCAG RNA binder -3 and DDE Tn6 FP inh -7.
For CC(C)CNC(=O)COC(=O)/C=C/c1ccco1 the results were ARFGAP1 inhibitor 2, NPR1 activator 2, sPLA2-III inh 5, GC-B act 2, FXN GAA850 act 2.5, KLK7 zymogen act 0.5, ADAM10 inh -6, ASAP1 inh -1, rCAG RNA binder 2 and DDE Tn6 FP inh -5.
CCOC(=O)c1c(NC(=O)COC(=O)c2ccncc2)sc(C)c1C was read as ARFGAP1 inhibitor -1, NPR1 activator -1, sPLA2-III inh 5, GC-B act 0, FXN GAA850 act 1.1, KLK7 zymogen act -0.1, ADAM10 inh 11, ASAP1 inh 10, rCAG RNA binder 0 and DDE Tn6 FP inh 4.
N#Cc1ccc2nc3c(nc2c1)CCCC3 was read as ARFGAP1 inhibitor 1, NPR1 activator 1, sPLA2-III inh 1, GC-B act -6, FXN GAA850 act 0.4, KLK7 zymogen act -0.2, ADAM10 inh 5, ASAP1 inh 4, rCAG RNA binder 3 and DDE Tn6 FP inh -2.
O=C(NCc1ccccc1)c1onc(CSc2ccc(F)cc2)c1C(=O)NCc1ccccc1 was read as ARFGAP1 inhibitor 6, NPR1 activator -1, sPLA2-III inh -15, GC-B act 2, FXN GAA850 act -0.3, KLK7 zymogen act -0.1, ADAM10 inh 10, ASAP1 inh 17, rCAG RNA binder 2 and DDE Tn6 FP inh 7.
`O=C(CSc1nnnn1-c1ccccc1)CSc1nnnn1-c1ccccc1` gave ARFGAP1 inhibitor 16, NPR1 activator -3, sPLA2-III inh -70, GC-B act -2, FXN GAA850 act 0.3, KLK7 zymogen act -0.5, ADAM10 inh 6, ASAP1 inh 6, rCAG RNA binder 7 and DDE Tn6 FP inh -5.
Screening Cc1ccc(C)c(-n2cc(CN3CCN(C(=O)c4ncn[nH]4)CC3)c(-c3ccccc3)n2)c1 returned ARFGAP1 inhibitor -5, NPR1 activator 0, sPLA2-III inh -37, GC-B act 2, FXN GAA850 act 1.4, KLK7 zymogen act -0.7, ADAM10 inh -4, ASAP1 inh 6, rCAG RNA binder 7 and DDE Tn6 FP inh 4.
For COc1ccc(C2(O)CCN(Cc3nnnn3Cc3ccc(C)cc3)CC2)cc1 the results were ARFGAP1 inhibitor -4, NPR1 activator -6, sPLA2-III inh -13, GC-B act -1, FXN GAA850 act -1.5, KLK7 zymogen act 0.9, ADAM10 inh 7, ASAP1 inh -6, rCAG RNA binder -6 and DDE Tn6 FP inh 2.
For Cc1ccc(S(=O)(=O)N2CCC(C(=O)N3CCC[C@H]3C(=O)NCC(C)C)CC2)cc1 the results were ARFGAP1 inhibitor 4, NPR1 activator 2, sPLA2-III inh -2, GC-B act 0, FXN GAA850 act -0.7, KLK7 zymogen act -0.1, ADAM10 inh 8, ASAP1 inh 6, rCAG RNA binder -6 and DDE Tn6 FP inh 6.
`CC(/C=N/NC(=O)c1ccccc1F)=C\c1ccccc1` gave ARFGAP1 inhibitor 16, NPR1 activator -3, sPLA2-III inh -1, GC-B act -6, FXN GAA850 act 3.5, KLK7 zymogen act -0.1, ADAM10 inh -2, ASAP1 inh 7, rCAG RNA binder -4 and DDE Tn6 FP inh 1.
`Cc1cc(C)n(/N=C/c2ccccc2)c(=O)c1C#N` gave ARFGAP1 inhibitor 0, NPR1 activator 3, sPLA2-III inh 7, GC-B act 7, FXN GAA850 act 0.0, KLK7 zymogen act -0.7, ADAM10 inh -9, ASAP1 inh -9, rCAG RNA binder -3 and DDE Tn6 FP inh 1.
Screening COc1ccc(CC(=O)c2cc(OC)c(OC)cc2CC(=O)O)cc1OC returned ARFGAP1 inhibitor -5, NPR1 activator 11, sPLA2-III inh -4, GC-B act 6, FXN GAA850 act 3.3, KLK7 zymogen act 0.3, ADAM10 inh -6, ASAP1 inh -7, rCAG RNA binder 2 and DDE Tn6 FP inh -2.
`CCCC(=O)Nc1ccc(Br)c(Cl)c1` gave ARFGAP1 inhibitor 2, NPR1 activator -3, sPLA2-III inh 0, GC-B act -2, FXN GAA850 act 2.5, KLK7 zymogen act -0.3, ADAM10 inh 0, ASAP1 inh -6, rCAG RNA binder -2 and DDE Tn6 FP inh 3.
Screening COC(=O)CN1C(=O)[C@H]2[C@@H](c3ccc(C)o3)N3C(=O)CN(CCO)C(=O)[C@@]3(C)[C@H]2C1=O returned ARFGAP1 inhibitor -5, NPR1 activator 3, sPLA2-III inh 0, GC-B act -4, FXN GAA850 act 0.6, KLK7 zymogen act -0.3, ADAM10 inh -10, ASAP1 inh 5, rCAG RNA binder -2 and DDE Tn6 FP inh 8.
For CCCCCCN1C[C@H](O)[C@@H](n2cc(-c3ccc(F)cc3)nn2)C[C@@H]1c1ccc(Cl)cc1 the results were ARFGAP1 inhibitor 0, NPR1 activator -9, sPLA2-III inh -1, GC-B act -9, FXN GAA850 act -0.4, KLK7 zymogen act 0.7, ADAM10 inh -2, ASAP1 inh 1, rCAG RNA binder 6 and DDE Tn6 FP inh 2.
For O=C(Cc1ccc(Cl)cc1)Nc1cc(Cl)ccn1 the results were ARFGAP1 inhibitor 4, NPR1 activator -1, sPLA2-III inh 3, GC-B act -3, FXN GAA850 act 3.6, KLK7 zymogen act -0.4, ADAM10 inh -1, ASAP1 inh -2, rCAG RNA binder -5 and DDE Tn6 FP inh -4.
Screening COc1ccc(CN(C2CC2)S(=O)(=O)c2ccccc2Br)cc1 returned ARFGAP1 inhibitor -8, NPR1 activator -1, sPLA2-III inh -1, GC-B act 1, FXN GAA850 act -0.4, KLK7 zymogen act 0.4, ADAM10 inh 2, ASAP1 inh -3, rCAG RNA binder 1 and DDE Tn6 FP inh -5.
For COc1cc(OC)c(C(=O)/C=C/c2ccc(OCc3ccccc3)c(OC)c2)c(OC)c1 the results were ARFGAP1 inhibitor 7, NPR1 activator 7, sPLA2-III inh -3, GC-B act -4, FXN GAA850 act -0.2, KLK7 zymogen act -0.5, ADAM10 inh 7, ASAP1 inh 15, rCAG RNA binder 5 and DDE Tn6 FP inh 8.
For Cc1ccc(S(=O)(=O)N2CCN(S(=O)(=O)N3CCOCC3)CC2)cc1C the results were ARFGAP1 inhibitor -1, NPR1 activator -4, sPLA2-III inh 3, GC-B act 9, FXN GAA850 act 1.4, KLK7 zymogen act 0.1, ADAM10 inh -9, ASAP1 inh 6, rCAG RNA binder 0 and DDE Tn6 FP inh 13.
`COc1cc(OC)c(C2=NOC(C(=O)Nc3c(C)nn(CC(=O)N4CCCC4)c3C)C2)cc1Cl` (stereo not given) gave ARFGAP1 inhibitor 3, NPR1 activator -2, sPLA2-III inh 0, GC-B act -1, FXN GAA850 act 0.1, KLK7 zymogen act 0.2, ADAM10 inh -8, ASAP1 inh 6, rCAG RNA binder -7 and DDE Tn6 FP inh -7.
For COc1ccc(-c2cc3c(c4c2ccn4C)C2CCC3C2)cc1 (stereo not given) the results were ARFGAP1 inhibitor 7, NPR1 activator 5, sPLA2-III inh 16, GC-B act 1, KLK7 zymogen act -0.3, ADAM10 inh -9, ASAP1 inh 4, rCAG RNA binder 6 and DDE Tn6 FP inh 1.
`CC(=O)Nc1ccc(Nc2cc(C)c3ccccc3n2)cc1` gave ARFGAP1 inhibitor -1, NPR1 activator -6, sPLA2-III inh -13, GC-B act -7, FXN GAA850 act -0.2, KLK7 zymogen act 0.7, ADAM10 inh -5, ASAP1 inh 2, rCAG RNA binder -1 and DDE Tn6 FP inh -1.
`COc1ccc(CN2C(=NC(=O)CCc3ccccc3)SC3CS(=O)(=O)CC32)cc1` (stereo not given) gave ARFGAP1 inhibitor 11, NPR1 activator -2, sPLA2-III inh 3, GC-B act 0, FXN GAA850 act 1.8, KLK7 zymogen act -0.1, ADAM10 inh 2, ASAP1 inh -4, rCAG RNA binder -1 and DDE Tn6 FP inh -14.
Screening O=C(NC(=S)Nc1ncc(Br)cc1Br)c1cncc(Br)c1 returned ARFGAP1 inhibitor 8, NPR1 activator -5, sPLA2-III inh 5, GC-B act 7, FXN GAA850 act 1.3, KLK7 zymogen act 0.9, ADAM10 inh 0, ASAP1 inh 0, rCAG RNA binder 4 and DDE Tn6 FP inh 1.
`CCOC(=O)c1cnc(SCC(=O)c2ccc(Cl)cc2)nc1N` gave ARFGAP1 inhibitor -2, NPR1 activator 3, sPLA2-III inh -29, GC-B act -7, FXN GAA850 act -0.3, KLK7 zymogen act 0.2, ADAM10 inh 3, ASAP1 inh -6, rCAG RNA binder 3 and DDE Tn6 FP inh 2.
C[C@H](CO)N1C[C@H](C)[C@H](CN(C)S(=O)(=O)c2cn(C)cn2)OCc2cnnn2CCCC1=O was read as ARFGAP1 inhibitor 9, NPR1 activator 0, sPLA2-III inh 14, GC-B act -1, FXN GAA850 act 1.6, KLK7 zymogen act -0.2, ADAM10 inh -25, ASAP1 inh 10, rCAG RNA binder 3 and DDE Tn6 FP inh -4.
`CCC(=O)c1cn(CC(=O)Nc2ccc(C)cc2C)c2ccccc12` gave ARFGAP1 inhibitor 9, NPR1 activator 0, sPLA2-III inh -3, GC-B act -4, FXN GAA850 act -0.8, KLK7 zymogen act -0.1, ADAM10 inh 3, ASAP1 inh -4, rCAG RNA binder 9 and DDE Tn6 FP inh 2.
`COc1ccccc1CC(=O)Nc1cc2oc3ccccc3c2cc1OC` gave ARFGAP1 inhibitor 14, NPR1 activator -6, sPLA2-III inh -4, GC-B act 1, FXN GAA850 act 0.7, KLK7 zymogen act -2.8, ADAM10 inh 11, ASAP1 inh 12, rCAG RNA binder 9 and DDE Tn6 FP inh -9.
